ERK EGF block: inhibitors of EGF-stimulated ERK signaling pathway | HEK293-V1b, EGF-stimulated phospho-ERK AlphaScreen | Potency, µM (top dose mostly 11.5 µM), without a hit: top-dose activity change, negative = inhibition, usual class: inhibitors | hit rate 0.41% among 130,000; active means well fitted inhibition curve with a large enough effect; inconclusive means small, poorly fitted or top-dose-only effect, or effect the other way;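 further: plate controls were stimulated vehicle wells for no effect and unstimulated vehicle basal for full effect; nearly all actives have a fitted effect of over 55% in size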
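Concentration-response of compounds against EGF-driven ERK phosphorylation in V1b-expressing HEK293 cells; 30 min preincubation, 5 min EGF, AlphaScreen detection; Normalized to DMSO basal and 25 nM EGF.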
Starred values were filed as active, the others as inactive; ? = inconclusive; [ ] = remark or other dose. Potency means the concentration at half of the fitted maximal effect.

cpd	SMILES	ERK EGF block
1	CC(C)CC1NC(=O)N(CC(=O)N2c3ccccc3NC(=O)C2(C)C)C1=O (stereo not given)	-3.0%
2	Cc1cc(C(=O)COC(=O)c2ccccc2Br)c(C)n1CC1CCCO1 (stereo not given)	-2.8%[57.5 µM]
3	Cc1ccc2nc(Cn3cc(C(F)(F)F)cc(Cl)c3=O)cc(=O)n2c1	-13.4%
4	O=C(N/N=C/c1cccc(O)c1)NC1CCCCC1	4.7%
5	COc1ccc2[nH]c3c(=O)n(Cc4ccc(C(=O)NCC5CCCO5)cc4)c(=S)[nH]c3c2c1 (stereo not given)	-1.8%
6	Cc1cccc(N/N=C/c2ccccc2O)c1	-0.3%
7	Cc1c(NC(=S)Nc2cccc(Cl)c2)c(=O)n(-c2ccccc2)n1C	-4.5%
8	CCOC(=O)c1ccc(NC2c3ccccc3C(=O)N2c2cccnc2)cc1 (stereo not given)	-4.4%
9	Cc1cc(C)nc(SCCC(=O)Nc2ccccc2Cl)n1	-3.0%
10	COc1cc(C(CCN2CCCC2)c2c(OC)cc(OC)c3c(-c4ccccc4)cc(=O)oc23)cc(OC)c1OC (stereo not given)	0.5%[57.5 µM]
11	COCCc1ccc(OC[C@H](O)CNC(C)C)cc1	1.7%[25.7 µM]
12	Cc1cccc(C(=O)Nc2ccccc2C(=O)NCc2cccnc2)c1	0.4%

cpd	SMILES	ERK EGF block
13	CCO[C@H]1OC(C(=O)N2CCN(C)CC2)=C[C@@H](c2ccc(Br)cc2)[C@@H]1CCCO	-16.5%[57.5 µM]
14	Cc1ccc(S(=O)(=O)c2c(N)n(CCCN(C)C)c3nc4ccccc4nc23)cc1	7.9%[57.5 µM]
15	CCNc1ncc2nc(-c3cc(F)cc(F)c3)c(=O)n(Cc3cccs3)c2n1	-1.2%
16	CCOC(=O)C1=NNC(C(=O)c2ccccc2)C1c1ccc(Cl)cc1 (stereo not given)	3.1%[57.5 µM]
17	Cn1c(=O)oc2cc(S(=O)(=O)NCc3cccnc3)ccc21	2.5%[57.5 µM]
18	S=c1sc2c(Cl)ncnc2n1-c1ccccc1	-0.2%
19	CC(=O)Nc1ccc(Nc2cc(C)nc3c(-c4ccc(Cl)cc4)c(C)nn23)cc1	-8.2%
20	CN1CCN(NC(=O)c2cc(-c3ccccn3)nc3ccccc23)CC1	7.0%
21	CC(=O)C1=C(O)C(=O)OC1c1ccc(Cl)cc1 (stereo not given)	2.1%[57.5 µM]
22	COc1ccc(Cl)cc1NC(=O)NCCN1CCNC1=O	8.7%[57.5 µM]
23	CC(C)NCC(O)c1cc(O)cc(O)c1 (stereo not given)	2.5%
24	COc1ccc(S(=O)(=O)N2CCC(O)(c3cccnc3)CC2)cc1OC	5.4%

cpd	SMILES	ERK EGF block
25	CC(=O)NCC(=O)N1CCCC(C(=O)c2ccc(Oc3ccccc3)cc2)C1 (stereo not given)	-25.1%
26	CC(=O)OC1CC[C@@]2(C)C(CC[C@@]3(C)C2CC=C2C4CC(C)(C)CC[C@]4(C(=O)O)CC[C@@]23C)C1(C)C (stereo not given in full)	-0.4%
27	Cc1ccc(S(=O)(=O)N(CC#N)CC#N)cc1	6.6%
28	CCOC(=O)C1=C(CNCc2ccc(F)cc2)NC(=O)NC1c1cccc([N+](=O)[O-])c1 (stereo not given)	2.0%
29	O=C(Nc1cccc(S(=O)(=O)N2CCOCC2)c1)c1ccc(Cl)c([N+](=O)[O-])c1	2.3%
30	COc1ccccc1NC(=O)NCCc1c[nH]c2ccccc12	11.8%[57.5 µM]
31	O=c1[nH]c(/C=C2\C=Nc3ccccc32)c(O)n1Cc1ccccc1F	-7.2%
32	COCCn1c(=O)c(CCc2ccccc2)nc2cnc(N3CCN(C)CC3)nc21	-12.5%
33	N=c1n(CC(=O)c2ccc(Br)s2)c2ccccc2n1Cc1ccccc1	7.3%[57.5 µM]
34	COc1cc(/C=N/NC(=O)c2ccccc2O)ccc1OC(=O)CC1SC(=O)NC1=O (stereo not given)	9.4%[57.5 µM]
35	O=C(CC(=O)c1ccccc1)Nc1cccnc1Cl	-7.2%
36	COC(=O)c1c(NC(=O)COc2ncnc3ccccc23)sc(C)c1C	-3.2%

cpd	SMILES	ERK EGF block
37	CCn1c(=O)cc(OCC(=O)Nc2ccc(OC)c(OC)c2)c2ccccc21	1.3%
38	COCC(=O)Nc1ccc(F)cc1	1.7%
39	O=C(Nc1cccc(F)c1)N1CCCC2(CCN(C(=O)c3ccncc3)CC2)C1	-3.2%
40	CCOCCn1c(CN2CCN(C)CC2)nc2c1c(=O)n(C)c(=O)n2C	-4.7%[57.5 µM]
41	CCCCCN=CC1=C(O)CC(c2ccccc2)CC1=O (stereo not given)	-0.8%
42	COc1cc2c(cc1O)C(Cc1ccc(O)cc1)NCC2 (stereo not given)	0.5%
43	O=C(NCc1ccco1)O[C@@H]1C(=O)c2cc(Br)ccc2O[C@H]1c1ccc2c(c1)OCO2	-10.9%
44	O=C(COc1ccc(Cl)cc1Cl)NC(=S)Nc1ccc(CN2CCOCC2)cc1	20µM*
45	CC(C)Cc1nnc(NC(=O)CSc2nc(O)c(Cc3ccccc3)c(=O)[nH]2)s1	-1.8%
46	Cc1nn(-c2ccc(F)cc2)c(C)c1/C=C/C(=O)N1CCNC(=O)C1	8.2%
47	O=C(NCc1cccnc1)c1cc([N+](=O)[O-])ccc1N1CCOCC1	5.8%
48	COc1ccc(-c2ccc(C#N)c(SCC(=O)NCCc3ccccc3)n2)cc1OC	3.7%

A draw from above in order of count of non-hydrogen atoms, smallest number first.
cpd	SMILES	ERK EGF block
41	CCCCCN=CC1=C(O)CC(c2ccccc2)CC1=O (stereo not given)	-0.8%
47	O=C(NCc1cccnc1)c1cc([N+](=O)[O-])ccc1N1CCOCC1	5.8%
39	O=C(Nc1cccc(F)c1)N1CCCC2(CCN(C(=O)c3ccncc3)CC2)C1	-3.2%

Carrying on.
cpd	SMILES	ERK EGF block
49	Fc1ccccc1Cc1noc(CN2CCC(OCc3cccnc3)CC2)n1	-12.2%
50	O=C(NCCSc1ccccn1)c1ccc(Cl)cc1Cl	5.2%
51	O=C(Nc1ccc(S(=O)(=O)Nc2nccs2)cc1)c1cc(-c2ccncc2)nc2ccccc12	-7.4%[57.5 µM]
52	O=C(NC(=S)NCCc1ccccn1)c1ccccc1	-4.4%
53	O=C(N/N=C/c1ccco1)C12CC3CC(CC(C3)C1)C2	-8.5%[57.5 µM]
54	Cc1ccc(-n2c(-c3ccccc3)c[n+]3c2CCc2ccccc2-3)c(C)c1	2.6%
55	Clc1ccc(OCCn2cnc3ccccc32)c(Cl)c1	-3.3%
56	COc1cc(C(=O)NCc2ccc(-c3nc4ccccc4s3)cc2)cc(OC)c1OC	2.5%
57	CCN(C(=O)CSc1cc(C)c2cccc(C)c2n1)C1CCS(=O)(=O)C1 (stereo not given)	-8.3%
58	CCc1n[nH]c(=S)n1/N=C/c1ccc(N(CC)CC)cc1	-3.4%
59	COc1ccc(C(=O)N2C(=S)NC(=O)/C2=C\c2ccc(C)cc2)cc1	1.3%
60	COc1cc(OC)cc(C(=O)Nn2cc(C(=O)Nc3c(F)cccc3F)c3ccccc3c2=O)c1	-3.1%

cpd	SMILES	ERK EGF block
61	COc1cccc(N2CCN(C(=O)c3nc4nc(C)cc(C)n4n3)CC2)c1	-1.3%
62	CCC(C)Nc1nc(Cl)nc(N(C#N)CN2C(=O)c3ccccc3S2(=O)=O)n1 (stereo not given)	3.2%
63	CC(=O)N1CCc2cc(Br)cc(S(=O)(=O)CCC(=O)Nc3c(C)n(C)n(-c4ccccc4)c3=O)c21	-2.5%
64	COC(=O)C1(CC(C)C)C=C2C(=C(C)C(=O)C2C)CN1 (stereo not given)	0.6%
65	CN(C)CC[C@@H](c1ccc(Br)cc1)c1ccccn1	-0.1%
66	Cc1ccc(C2=NCN(c3ccc(C(=O)O)cc3)C(=S)N2)cc1	-20.3%
67	COc1cc(/C=N/Nc2ccc3ccccc3c2)ccc1OC(=O)c1ccco1	6.7%
68	Cc1ccc(N2NC(C)(c3cccs3)NC2=S)cc1 (stereo not given)	-1.0%
69	Cc1ccc(O)c(C(=O)/C=C/c2ccc3c(c2)OCCCO3)c1	4.5%
70	CC(NC(=O)CSc1nnc(-c2cccnc2)n1N)c1ccccc1 (stereo not given)	-9.6%
71	CC1=CC(=Nc2c(C)n(C)n(-c3ccccc3)c2=O)C=C(C)C1=O	0.6%
72	Cc1cc(C)c(OCC(=O)Nc2ccccn2)c([N+](=O)[O-])c1	1.1%

cpd	SMILES	ERK EGF block
73	CCOC(=O)c1c(NC(N)=O)nc2n1CCC2	7.5%
74	Nc1ccc2nc(-c3ccc(N)c(Cl)c3)[nH]c2c1	0.5%
75	Cc1cccc(NC(=O)c2ccc(NCC3CCCO3)c([N+](=O)[O-])c2)n1 (stereo not given)	?
76	CCC(C)c1ccc(NC(=S)NCc2ccccn2)cc1 (stereo not given)	-1.2%
77	CC(=O)Cn1ncc(N2CCCCC2)c(Cl)c1=O	6.3%
78	Cn1nc(C(C)(C)C)c(NC(=O)c2ccc(F)cc2)c1C(C)(C)C	-6.2%[57.5 µM]
79	COc1cc(/C=N/N=C2/NC(=O)C(Cc3ccccc3)S2)ccc1O (stereo not given)	0.9%
80	Cc1c(NC(=O)OC(C)C)sc(=S)n1C	-14.0%
81	CC(C)N(C(=O)Cn1c(-c2ccccc2Cl)nc2ccccc21)c1ccccc1	-2.3%
82	N#CCCn1c(=O)cnc2cnc(OCc3ccccc3)nc21	1.9%
83	CC(C)Oc1ccc(C(=O)NNC(=O)c2ccccc2C(=O)O)cc1	9.2%
84	CC(C)NC[C@H](O)COc1cccc2ccccc12	-3.0%

cpd	SMILES	ERK EGF block
85	COc1ccc(/C=C/C(=O)N[C@@H](C)C(=O)O)cc1	2.9%
86	CCOC(=O)N1CCN(CC(=O)Nc2ccc([N+](=O)[O-])cc2C(=O)Nc2ccccc2F)CC1	-2.0%
87	CC(CN1CCN(Cc2ccccc2)CC1)OC(=O)c1ccco1 (stereo not given)	-11.4%[57.5 µM]
88	Cc1ccc(-c2nc3ccccc3[nH]c2=O)cc1	-3.5%[57.5 µM]
89	CC(=O)[C@@]1(O)[C@H](O)CC2C3CCC4CC(O)CC[C@]4(C)C3CC[C@@]21C (stereo not given in full)	-2.4%
90	COc1ccc(C(=O)CSc2ccc(-c3ccco3)nn2)cc1	?
91	N#Cc1c(NCCO)ccc([N+](=O)[O-])c1NCCO	-10.9%[57.5 µM]
92	Cc1c(N2C(=O)c3ccccc3C2(O)c2ccccc2)c(=O)n(-c2ccccc2)n1C (stereo not given)	1.9%[57.5 µM]
93	CC1(C)CC(=O)C(C=NCCN2CCN(C(=O)CCl)CC2)=C(O)C1	2.6%[57.5 µM]
94	COc1ccccc1-c1nccc(-n2ccnc2)n1	21.1%
95	COc1ccc(Oc2ccc(/C=C/C(=O)c3cccc(OC)c3)cc2[N+](=O)[O-])cc1	1.5%
96	Cc1cc(C)c2c(c1)cc(C)c1nnc(SCC(=O)N3CCCc4ccccc43)n12	-4.3%

cpd	SMILES	ERK EGF block
97	Cc1cc(N)n(-c2ccc(C)c(C)c2)n1	-2.5%[57.5 µM]
98	CCc1nccn1CCC(=O)N1CCc2c([nH]c3ccccc23)C1CC(C)C (stereo not given)	7.3%[57.5 µM]
99	CC(C)N(Cc1ccccc1)C(=S)Nc1ccc(OC(F)F)cc1	4.8%
100	C=CCOC(=O)C1=C[C@H](C2CCCCC2)[C@@H](CCCO)[C@H](OCC)O1	-17.6%[57.5 µM]
101	Cc1cc(C(=O)N/N=C/c2ccc3c(c2)OCO3)c(C)o1	-1.5%
102	Cc1ccc2cccc(OCCOCCOc3ccccc3Br)c2n1	-0.3%
103	CC(=O)N[C@@H](CSC/C=C(\C)CCC=C(C)C)C(=O)O	-19.9%
104	Cc1ccc(C(=O)COC(=O)CCC(=O)Nc2ccccc2Cl)cc1[N+](=O)[O-]	-2.3%
105	CC1=CC(=C(C#N)C#N)C=C(C)N1CCC(C)C	4.7%
106	Cc1nn(C(=O)c2cccs2)c(N)c1-c1ccccc1	-3.0%
107	Cc1cc(C)c(C(=O)N2CCCC(CNC(=O)C3(c4ccc(Cl)cc4)CC3)C2)c(=O)[nH]1 (stereo not given)	10.6%
108	NC(=O)COC(=O)c1ccc2c(c1)S(=O)(=O)N=C1CCCCCN12	3.6%

cpd	SMILES	ERK EGF block
109	CN1CCN(c2ccc([N+](=O)[O-])cc2C(=O)Nc2ccccc2)CC1	-6.2%
110	O=C1NC(c2cc(Cl)cc([N+](=O)[O-])c2O)Nc2ccccc21 (stereo not given)	4.3%[57.5 µM]
111	O=C(CSc1ccc(-c2ccccc2)nn1)N1CCCCC1	1.0%
112	Oc1ccc2ccccc2c1CN1CCOCC1	10.7%[57.5 µM]
113	CCOC(=O)c1ccc(-n2c(CN3CCOCC3)nc3ccc([N+](=O)[O-])cc3c2=O)cc1	9.4%
114	Cc1cc(N)n(-c2ccc(S(N)(=O)=O)cc2[N+](=O)[O-])n1	4.1%
115	O=C1CCCC2=C1C(c1ccc(O)c(Br)c1)C1=C(CCCC1=O)N2c1ccccc1	-1.3%
116	CN1CCN(CCCN2c3ccccc3Sc3ccc(C(F)(F)F)cc32)CC1	?
117	CC(C)CNC(=O)NC(=O)COC(=O)Cn1cnc2ccccc2c1=O	-4.1%[57.5 µM]
118	COC(=O)CN1C(=S)N(c2ccc(OC)cc2)C(=O)/C1=C/c1ccc(N2CCOCC2)cc1	1.8%
119	Cc1nn(Cc2ccc(F)cc2)c(C)c1NC(=O)CCCn1nc([N+](=O)[O-])cc1C	-5.7%
120	CN(C)/C=C1\C=C2C(=O)c3ccccc3N2C1=O	1.7%[57.5 µM]

cpd	SMILES	ERK EGF block
121	CC(C)COc1ccc(S(=O)(=O)n2cc(F)c(=O)[nH]c2=O)cc1	-11.3%
122	CN1CCN(C(=O)C2(NC(=O)Nc3ccccc3Cl)CCCCC2)CC1	0.4%
123	N#CC(=C1Nc2ccccc2N1)S(=O)(=O)c1ccccc1	-8.8%
124	COc1ccc(/C=C2\CCC(C3CCCC3)C2=O)cc1Cn1cccn1 (stereo not given)	1.8%

Some of the compounds tested; rates above refer to the full screens.
